M1 ag parental – M1 agonist counterscreen hit in parental CHO-K1 cells. Fluo-8 calcium fluorescence; scaled to maximal ATP response, vehicle zero. activation, % at 3 µM. actives 0.48% (n = 360,000). AID 602248; in the data active = activation above about 15%;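 note: untransfected CHO-K1 host cells lacking M1 receptor as counterscreen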
CHO-K1 Ca antag – nonselective inhibitor or artifact in parental CHO-K1 cells | ATP-induced calcium, Fluo-8 fluorescence | AID 602250 | actives 0.6% (n = 360,000) | inhibition, % at 3 µM;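 active = inhibition above a per-plate cutoff, the plate's mean sample inhibition plus 3 SD, cut at about 24% in these data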;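 note: 0% = DMSO plus EC80 ATP and 100% = DMSO alone without ATP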
CHO parental Ca – counter-screen for OX1R antagonists: effect in parental CHO cells. parental CHO-K1, ATP-induced calcium, Fluo-8 fluorescence. inhibition, % at 5.6 µM. actives 0.63% (n = 330,000). AID 463079;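 active = inhibition above that plate's mean sample inhibition plus 3 SD, cut at about 26% in these data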;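 note: 0% = ATP-challenged DMSO wells and 100% = DMSO wells without ATP; some compounds past the cut are filed as inactive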
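Assay system: untransfected parental CHO cell line. Also added: ATP agonist challenge. Dosing: one dose, 5.6 µM nominal. Measured by: Fluo-8 fluorescence. Read-out: % inhibition. Benchmarks: ATP wells versus no-ATP DMSO wells. Repeats: no replicates.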
TAAR1 antag – human TAAR1 antagonism. CHO RD-HGA16 TAAR1, Fluo-8 calcium fluorescence, antagonist. inhibition, % at 3 µM. actives 1.5% (n = 360,000). AID 624466;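 active = inhibition above a per-plate cutoff, the mean inhibition of test compounds on that plate plus 3 SD, cut at about 49% in these data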;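 note: 0% = DMSO plus EC80 beta-PEA response and 100% = DMSO alone without agonist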
Target sequence (Q96RJ0 whole entry, looked up): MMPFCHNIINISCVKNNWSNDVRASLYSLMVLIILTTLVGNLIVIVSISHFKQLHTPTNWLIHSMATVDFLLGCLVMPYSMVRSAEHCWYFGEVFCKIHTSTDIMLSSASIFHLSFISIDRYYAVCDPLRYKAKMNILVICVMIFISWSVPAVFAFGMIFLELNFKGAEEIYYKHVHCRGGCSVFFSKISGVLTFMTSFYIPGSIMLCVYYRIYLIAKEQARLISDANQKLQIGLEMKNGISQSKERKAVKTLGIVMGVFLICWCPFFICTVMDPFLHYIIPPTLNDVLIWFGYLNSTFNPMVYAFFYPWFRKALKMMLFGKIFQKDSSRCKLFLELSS
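Assay system: RD-HGA16 CHO cells with stable hTAAR1 and Gα16 / Reagent: EC80 β-phenethylamine stimulus / Doses: 3 µM, single point / Timing: dye loading 75 min at 37 °C, then 30 min room temperature / Measured by: Fluo-8 intracellular calcium dye fluorescence, real-time kinetic reads / Controls: vehicle wells and EC80 agonist wells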
OXTR potentiate – potentiates the human oxytocin receptor response | activation, % at 3 µM | actives 0.061% (n = 320,000) | CHO-OTR cells, Fluo-8 calcium fluorescence, potentiator mode; 0% = oxytocin EC15, 100% = EC100 | AID 2445;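 active = activation above that plate's cutoff, the mean activation of tested compounds plus 3 SD, cut at about 6.6% in these data, passing the limit was not always enough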;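 note: 100% uses oxytocin at 75 nM as the full agonist control; some results filed as inactive read as strong as hits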
Target sequence (P30559 whole entry, looked up): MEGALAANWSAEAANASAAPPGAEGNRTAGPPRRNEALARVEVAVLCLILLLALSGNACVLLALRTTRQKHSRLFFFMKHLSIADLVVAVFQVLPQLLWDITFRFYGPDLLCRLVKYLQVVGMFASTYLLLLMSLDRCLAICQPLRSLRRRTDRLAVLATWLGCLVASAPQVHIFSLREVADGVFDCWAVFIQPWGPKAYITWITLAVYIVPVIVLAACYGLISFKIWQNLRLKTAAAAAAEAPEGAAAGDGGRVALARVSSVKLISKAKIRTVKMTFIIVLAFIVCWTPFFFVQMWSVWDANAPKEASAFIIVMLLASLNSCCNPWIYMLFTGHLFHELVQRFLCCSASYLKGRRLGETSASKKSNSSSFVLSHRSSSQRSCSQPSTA
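Assay system: CHO-OTR cells, human receptor / Also added: oxytocin at about EC15, sub-maximal agonist stimulus / Dosing: single dose, 3.0 µM nominal final compound concentration / Incubation: 6 min pre-incubation, 100 s read / Technique: Fluo-8 calcium dye fluorescence / Read-out: % activation vs EC15 and EC100 oxytocin / Benchmarks: EC15 oxytocin low, 75 nM oxytocin high / Replicates: singlicate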
V1aR counter – counter-screen for oxytocin receptor agonists: human V1a receptor agonists | CHO-V1R cells, Fluo-8 calcium fluorescence, agonist mode; 0% DMSO, 100% 3 nM vasopressin | activation, % at 3 µM | actives 0.25% (n = 320,000) | P37288;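 active = activation above the mean activation of all tested compounds plus 3 SD, per screening run, cut at about 20% in these data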;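 note: signal is peak over basal fluorescence ratio across a 100 second FLIPR read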
M1 PAM parental – nonselective activator or artifact in parental CHO-K1 calcium assay; ATP EC20, Fluo-8 calcium fluorescence; 0% at ATP EC20, 100% at ATP max; activation, % at 3 µM; actives 0.02% (n = 360,000);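 active = activation above the run cutoff, the mean activation of all test compounds plus 3 SD, cut at about 40% in these data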;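 note: peak over basal fluorescence ratio in a 140 s read after ATP addition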
OXTR agonist – agonists of human oxytocin receptor; P30559; CHO-OTR cells, Fluo-8 calcium fluorescence; normalized: DMSO 0%, oxytocin 100%; activation, % at 3 µM; actives 0.32% (n = 320,000); AID 2435;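 active = activation above the mean of all tested compounds plus 3 SD, cutoff set per screening run, cut at about 20% in these data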;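 note: peak over basal fluorescence ratio from a 100 s FLIPR kinetic read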
GPR7 antag – antagonists of human GPR7 (neuropeptides B/W receptor 1). P48145. GPR7-expressing cells, fluorescence antagonist assay. inhibition, % at 4.4 µM. actives 1.1% (n = 290,000); in the data active = inhibition above about 16%, passing the limit was not always enough;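 note: cells stimulated with the agonist NPW; 0% = agonist with vehicle and 100% = vehicle without agonist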
The depositor's hits bear a star; . = not tested or not shown.

Second line of a record – M1 ag parental	CHO-K1 Ca antag	CHO parental Ca	TAAR1 antag	OXTR potentiate	V1aR counter	M1 PAM parental	OXTR agonist	GPR7 antag
CC1CCCN(c2ccc(C(=O)OCC(=O)N3c4ccccc4Sc4ccccc43)cc2[N+](=O)[O-])C1 (stereo unspecified)
→ -0.5	1.6	-8.6	-5.4	2.3	0.2	-4.9	0.3	-2.8
Cc1ccc(NC(=O)C(C)c2ccc(-c3ccccc3)c(F)c2)c(C)c1 (stereo unspecified)
→ 0.5	7.5	0.0	54.3*	-11.5	0.7	-5.4	-0.2	-2.9
c1ccc(Cc2noc(CN3CCCN(C4Cc5ccccc5C4)CC3)n2)cc1
→ 3.7	-4.4	-17.0	-20.0	-22.7	-0.2	8.9	-0.4	2.6
CCCSc1nnc(CN2CCOCC2)n1C
→ -0.2	-4.8	12.9	13.4	-5.5	-0.8	4.2	-0.1	0.2
O=C(NCCN1CCOCC1)Nc1ccc(Cl)cc1
→ 0.3	10.8	-15.8	1.8	-6.1	0.2	-5.9	-0.1	-5.0
Cc1cc(C)c2c(n1)sc1c(=O)n(Cc3ccc(F)cc3)cnc12
→ 1.0	-3.5	-22.9	-25.7	-1.6	0.0	18.6	-1.0	-6.9
O=S(NCc1ccco1)C12CC3CC(CC(C3)C1)C2 (stereo unspecified)
→ -0.6	-5.1	-5.8	-21.9	5.7	0.5	-0.1	-0.5	-11.3
CC1CC(C)CN(C(=O)C2CCCN(S(=O)(=O)c3cnc[nH]3)C2)C1 (stereo unspecified)
→ 0.5	-18.8	-6.1	0.6	-5.2	-0.6	10.7	0.1	-3.3
Cc1oc2cc(OCc3cnn(-c4ccccc4)c3)ccc2c(=O)c1Oc1ccccc1F
→ 0.8	-2.0	-5.7	-9.2	-5.6	0.6	15.3	-0.4	-9.6
O/N=C1\CCCc2c1nc(-c1ccccc1F)n2O
→ 0.6	2.5	-16.0	-1.1	5.0	1.5	7.3	0.7	-11.2
CCCS(=O)(=O)NC(=O)C1(C)CCN(C(=O)c2cc(-c3cccs3)oc2C)C1 (stereo unspecified)
→ 0.1	-2.7	.	-7.6	.	.	-8.2	.	.
COc1ccc(S(=O)(=O)NCCCCC(=O)O)cc1C(=O)O
→ 1.6	-11.8	2.0	-0.2	-9.6	-0.4	9.7	0.8	-10.9
Cc1cc(C)c(S(C)(=O)=O)c(N(C)NC(=O)c2c(F)cccc2F)n1
→ -0.4	-2.7	-8.2	7.0	0.1	1.2	9.7	0.5	3.0
O=C(CNCc1cccs1)Nc1cc(S(=O)(=O)N2CCCC2)ccc1Cl
→ 2.4	-7.3	-3.3	-21.9	-5.8	2.9	11.9	3.2	-0.7
O=C(O)c1csc(-c2ccccc2)n1
→ 12.8	-2.3	0.8	-4.7	-3.1	0.8	9.2	0.9	-14.8
O=C(Nc1ccccc1Cl)N(Cc1nc2ccccc2c(=O)[nH]1)Cc1cccs1
→ 0.2	9.5	-11.8	39.0	-1.5	0.8	-9.3	0.5	-8.8
CCOC(=O)C1=C(C)N(c2ccc(OC)cc2)C(=O)/C1=C\c1ccc(O)c(OCC)c1
→ 0.7	-4.3	-17.8	-48.5	-21.7	0.5	11.2	0.2	-17.5
Cc1cc(=O)oc2cc(OCC(=O)N3CC(C)OC(C)C3)ccc12 (stereo unspecified)
→ .	.	-11.6	1.0	0.3	-0.1	.	-0.8	-12.0
C[C@@H]1CN([C@@H](C)CO)C(=O)c2cc(C3=CCCCC3)cnc2O[C@H]1CN(C)C(=O)Nc1cccc(F)c1
→ 0.3	-7.1	.	-14.1	.	.	13.3	.	.
O=P(O)(C(O)c1ccccc1)C(O)c1ccccc1 (stereo unspecified)
→ -0.5	-0.3	-4.7	-4.5	-1.4	1.2	-3.0	0.6	.

The listing continues.
Second line of a record – M1 ag parental	CHO-K1 Ca antag	CHO parental Ca	TAAR1 antag	OXTR potentiate	V1aR counter	M1 PAM parental	OXTR agonist	GPR7 antag
COc1ccccc1C/C(N)=N/OC(=O)COc1ccc2ccccc2c1
→ 1.5	8.5	-8.1	-14.6	-3.0	1.6	12.8	1.8	-6.0
CCc1ccc(CN(C)Cc2nc(COc3ccccc3)no2)nc1
→ 7.3	4.9	3.8	-17.2	-3.2	-0.8	2.9	-0.1	-6.7
O=C(Cn1cccc1C(=O)c1ccccc1)NCCC1=CCCCC1
→ -0.2	-14.8	-14.7	1.7	-6.8	-1.7	7.9	-2.8	-9.8
CC(=Cc1ccccc1)C(=O)c1ccccc1
→ -0.2	-4.0	.	1.3	.	.	0.1	.	.
COP(=O)(OC)C(Nc1cc(Cl)cc(Cl)c1)c1cccc(O)c1 (stereo unspecified)
→ 0.5	17.4	0.3	15.5	-7.7	1.0	-4.3	2.5	-5.2
CCCCn1c(NCc2ccccc2O)nc2ccccc21
→ 1.6	-6.6	-7.3	-19.0	-3.4	1.6	8.4	-1.0	0.2
Cc1cccc(C)c1C(O)c1ncc(-c2ccccc2F)[nH]1 (stereo unspecified)
→ 1.1	-20.4	.	-6.6	.	.	21.1	.	.
C[C@H]1CN(S(=O)C(C)(C)C)[C@@H](CCO)/C1=C\c1ccccc1 (stereo partly specified)
→ 1.1	-11.9	.	-4.1	.	.	19.4	.	.
O=C(N/N=C/C=C/c1ccccc1)c1ccncc1
→ 1.4	-13.2	-5.9	-26.5	-3.6	0.3	21.9	0.8	-9.1
O=C(CN(c1ccccc1)S(=O)(=O)c1ccccc1)N1CCOCC1
→ 0.1	-3.6	-3.4	-10.3	-16.4	0.5	-6.3	-1.8	-11.8
O=C(NCc1ccc2c(c1)OCO2)c1c(O)c2cccc3c2n(c1=O)CCC3
→ 0.3	-1.6	-2.3	-28.2	-10.3	0.9	11.3	-0.3	-7.0
S=C(c1cn(Cc2ccccc2)c2ccccc12)N1CCOCC1
→ 1.2	-7.1	-7.8	22.0	-9.2	-0.3	14.6	-2.2	-11.8
COC(=O)c1cccc(NC(=O)CSc2nnc(-c3ccco3)o2)c1
→ 1.4	-7.6	6.0	-13.2	-6.9	0.2	-0.6	0.7	-3.3
COc1ccc(C2CC(c3ccccc3)=NN2c2ccc(Cl)c(C(=O)O)c2)cc1 (stereo unspecified)
→ -0.2	-8.4	-9.6	27.6	-17.0	0.8	4.8	0.5	-5.3
CCC(C)[C@H](NC(=O)C1CCN(C(=O)[C@H](Cc2ccccc2)NC(=O)OC(C)(C)C)CC1)C(=O)O (stereo partly specified)
→ -0.1	5.0	2.0	-9.9	-7.0	0.6	-4.7	1.3	4.2
Cc1cc(C)cc(C(=O)N2CC(C)SC2=Nc2cccc(S(=O)(=O)N(C)C)c2)c1 (stereo unspecified)
→ 0.1	-7.2	-12.8	-9.2	0.9	-1.1	24.6	-1.9	5.1
O=C(CNC(=O)c1ccc([N+](=O)[O-])cc1)N/N=C\c1ccc(OC(=O)c2ccccc2)cc1
→ 0.1	-3.9	4.1	-6.6	-4.3	0.4	11.4	-1.4	6.5
O=C(COC(=O)C1=COCCO1)Nc1ccc(Cl)cn1
→ 1.5	-3.4	-8.4	-4.0	1.5	1.5	4.8	1.3	.
CN(CCc1ccccc1)C(=O)CC1C(=O)NCCN1Cc1ccccn1 (stereo unspecified)
→ 1.0	-4.5	.	41.8	.	.	9.9	.	.
COc1ccccc1S(=O)(=O)Nc1cccc(-c2nnc3n2CCCCC3)c1
→ -0.2	14.4	-7.1	4.2	-11.2	0.3	-6.3	-0.7	6.1

Further structures
Second line of a record – M1 ag parental	CHO-K1 Ca antag	CHO parental Ca	TAAR1 antag	OXTR potentiate	V1aR counter	M1 PAM parental	OXTR agonist	GPR7 antag
CC(C)NC(=O)C1(C)Cc2c(-c3cccc(C(F)(F)F)c3)ccnc2O1 (stereo unspecified)
→ -0.2	7.8	.	-28.8	.	.	-8.4	.	.
O=C(O)CNS(=O)(=O)c1cc(Cl)c(Cl)cc1Cl
→ 2.7	-5.1	-11.4	-6.0	-11.9	1.2	11.0	-0.5	-15.8
CN(c1ccc(C(=O)Nc2ccccc2C(=O)N2CCCC2)cc1)S(C)(=O)=O
→ -0.3	-8.6	-17.9	9.0	-1.2	0.9	7.2	-0.2	-3.9
COc1ccc(C2CC(C(F)(F)F)n3nc(C(=O)O)c(Br)c3N2)cc1 (stereo unspecified)
→ -0.2	-6.3	1.9	-6.1	-6.0	0.9	13.9	0.3	-4.0
COc1cc([C@@H]2c3cc4c(cc3[C@@H](O)[C@@H](CO)[C@@H]2CO)OCO4)cc(OC)c1O[Si](C)(C)C(C)(C)C
→ .	.	3.5	.	-0.9	0.6	.	2.1	.
CC(C)C(=O)Nc1ccc(NC(=S)NC(=O)c2cc3ccccc3o2)cc1
→ 0.8	-7.1	-3.6	23.2	-11.5	1.0	15.8	0.0	11.4
Cc1ccc(C(=O)C[n+]2ccccc2)cc1
→ 1.2	-6.7	.	8.7	.	.	15.1	.	3.5
O=C(c1c(F)cccc1F)N(Cc1ccccn1)C1CC1
→ 0.3	-11.2	-15.5	0.1	-6.8	0.7	18.6	0.2	17.2

Quoted at random: 4 records from the list
Second line of a record – M1 ag parental	CHO-K1 Ca antag	CHO parental Ca	TAAR1 antag	OXTR potentiate	V1aR counter	M1 PAM parental	OXTR agonist	GPR7 antag
Cc1ccc(C(=O)C[n+]2ccccc2)cc1
→ 1.2	-6.7	.	8.7	.	.	15.1	.	3.5
CN(c1ccc(C(=O)Nc2ccccc2C(=O)N2CCCC2)cc1)S(C)(=O)=O
→ -0.3	-8.6	-17.9	9.0	-1.2	0.9	7.2	-0.2	-3.9
COc1cc([C@@H]2c3cc4c(cc3[C@@H](O)[C@@H](CO)[C@@H]2CO)OCO4)cc(OC)c1O[Si](C)(C)C(C)(C)C
→ .	.	3.5	.	-0.9	0.6	.	2.1	.
O=C(c1c(F)cccc1F)N(Cc1ccccn1)C1CC1
→ 0.3	-11.2	-15.5	0.1	-6.8	0.7	18.6	0.2	17.2
